# Screens (PubChem)
# Myeloid diff 2 = induction of myeloid progenitor differentiation, primary screen, cell-based, flow cytometry, MLPCN library. ER-HoxA9 myeloid progenitors, lysozyme-GFP differentiation. calls only at 10 µM. 1% of 360,000 active;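 active = normalized GFP-positive differentiation at or above the plate's own cutoff, the solvent-only control mean plus 3 SD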;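 note: cells exposed to compound for four days before flow analysis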
# T cell HTS = modulators of CD8 T cell-vesicle binding, primary screen, mouse 2C CD8+ T cells, flow cytometry; 2C CD8+ T cell-vesicle binding; hits give low values; calls only at 7 µM; 0.068% of 330,000 active;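 active = response, share of CD8 T cells binding vesicles, and their 90th percentile fluorescence all below set limits, cut at about 80% in these data, passing the limit was not always enough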
#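 Material: murine 2C transgenic CD8+ T lymphocytes / Also added: QL9-peptide-loaded Drosophila micro-vesicles bearing Ld, ICAM-1 and B7-1 / Schedule: binding step 1.5 h, 37 °C, antibody labelling 20 min, ice / Signal: flow cytometry, PE anti-B7-1 (FL2) versus Alexa647 anti-CD8 (FL8), PFA-fixed / Evaluation: percent CD8+ FL2 mean versus row control / Benchmarks: naked versus QL9-loaded vesicles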
# NOD2 inhibition = NOD2 signaling inhibitors, cell-based, luminescence, uHTS, HEK293 (AID 1566). HEK293 NOD2/NF-kB luciferase reporter, luminescence; higher % means a stronger effect. inhibition, % at 4 µM, or EC50 in µM where a hit was titrated. 0.63% of 290,000 active; note: many of its hits are not listed in these tables
# NTR1 agonist = agonists of NTR1, primary screen, imaging, U2OS cells, beta-arrestin-GFP, high content (AID 493036). Neurotensin receptor type 1 (Homo sapiens), P30989. NTR1-U2OS beta-arrestin-GFP spot imaging, agonist mode. activation, % at 20 µM. 0.17% of 330,000 active;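 active = activation at or above 40% of the spot to cytoplasm intensity ratio, with at least 20 cells analyzed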;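 note: 0% = DMSO without peptide and 100% = 100 nM NTR1 peptide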
# Target sequence (P30989 whole entry, looked up): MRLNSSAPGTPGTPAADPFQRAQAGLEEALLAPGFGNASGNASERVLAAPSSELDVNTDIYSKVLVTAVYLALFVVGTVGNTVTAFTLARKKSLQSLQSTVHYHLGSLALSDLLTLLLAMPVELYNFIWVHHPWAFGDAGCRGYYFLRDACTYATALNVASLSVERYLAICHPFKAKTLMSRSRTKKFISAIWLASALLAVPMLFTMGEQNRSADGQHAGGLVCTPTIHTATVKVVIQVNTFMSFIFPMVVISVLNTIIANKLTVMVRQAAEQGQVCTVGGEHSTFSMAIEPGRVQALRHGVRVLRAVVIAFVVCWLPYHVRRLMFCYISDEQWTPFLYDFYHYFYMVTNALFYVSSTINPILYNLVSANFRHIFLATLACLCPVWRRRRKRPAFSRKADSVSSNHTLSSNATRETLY
# GPR55 activation = GPR55 agonists via beta-arrestin recruitment, primary screen, imaging, U2OS cells, beta-arrestin-GFP redistribution (AID 1961). G-protein coupled receptor 55 (Homo sapiens). U2OS GPR55 beta-arrestin-GFP redistribution imaging; higher % means a stronger effect. activation, % at 10 µM; hits with a dose series show EC50 in µM. 0.048% of 290,000 active;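 active = activation above 40% with more than 50 cells counted in the well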;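 note: U2OS osteosarcoma cells stably expressing GPR55 and beta-arrestin-GFP; plate controls were DMSO negative control for no effect and LPI positive control for full effect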
# GPR55 LPI antagonism = GPR55 antagonists blocking LPI-driven arrestin recruitment, primary screen, imaging, U2OS, beta-arrestin-GFP, LPI agonist (AID 2013); 0.13% of 290,000 active; inhibition, % at 10 µM; hits with a dose series show IC50 in µM; U2OS GPR55 beta-arrestin-GFP translocation imaging, LPI antagonism; higher % means a stronger effect; G-protein coupled receptor 55 (Homo sapiens);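 active = spots per cell inhibited over 60%, with over 100 cells counted and total cytoplasm intensity under 500,000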;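 note: U2OS cells stably carrying GPR55 and arrestin-GFP stimulated by 5 µM LPI near EC80; imaged beta-arrestin-GFP aggregate spots per cell after agonist stimulation; plate controls were LPI-stimulated DMSO wells for no effect and DMSO wells without LPI for full effect; some results filed as inactive read as strong as hits; confirmed hits need IC50 under 10 µM and bright autofluorescent wells are also inconclusive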
# NOD1 NF-kB reporter = NOD1 signaling inhibitors, primary screen, cell-based, luminescence, uHTS (AID 1578) | inhibition, % at 4 µM, or EC50 in µM where a hit was titrated | NOD1-driven NF-kB luciferase reporter cells, luminescence; higher % means a stronger effect | 1% of 290,000 active; in the data active = inhibition mostly above about 36%, no sharp cut-off; inactive = mostly below about 34%;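 note: HEK-293T reporter cells stimulated with the NOD1 agonist gamma-tri-DAP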
# KOR beta-arrestin-1 = KOR agonists, beta-arrestin recruitment, primary screen, cell-based, luminescence, uHTS (AID 1777); KOR beta-arrestin recruitment, luminescence; higher % means a stronger effect; activation, % at 10 µM; hits with a dose series show EC50 in µM; 0.02% of 280,000 active; Kappa-type opioid receptor (Homo sapiens); in the data active = activation above about 50%, passing the limit was not always enough; note: a part of the inactive calls stands beside numbers as strong as those of hits
# KOR beta-arrestin-2 = KOR antagonists, beta-arrestin recruitment, cell-based, luminescence, uHTS (AID 1778). Kappa-type opioid receptor (Homo sapiens). KOR beta-arrestin recruitment, luminescence, antagonist mode; higher % means a stronger effect. inhibition, % at 10 µM; hits with a dose series show IC50 in µM. 0.091% of 290,000 active; note: strong numbers were not always called active
# T cell HTS vesicle-bound % = also measured in T cell HTS; calls as there; double positive events, %; measured here: CD8+ vesicle-bound cell fraction;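 binding gate set so that unloaded-vesicle control wells show 10% double positive cells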
# NTR1 agonist cell count 20 µM = recorded beside NTR1 agonist, whose call it bears; cell count; measured here: cell count, cytotoxicity flag
# Myeloid diff 2 GFP+ MAC1+ % = further read-out of Myeloid diff 2, marked with its call; GFP+ MAC1+ double positive, %; measured here: differentiation confirmed by MAC1 staining
# Starred values were filed as active, the others as inactive; i = inactive; . = not tested or not shown; & = joins results of further samples; [ ] = dose if it differs, or a comment. Cut-off read from the data, not from the text of the source, unless noted: active = inhibition above about 50%; inactive = the rest. Not all compounds are listed; the hit share may differ from the screen's.
SMILES,Myeloid diff 2,Myeloid diff 2 GFP+ MAC1+ %,T cell HTS,T cell HTS vesicle-bound %,NOD2 inhibition,NTR1 agonist,NTR1 agonist cell count 20 µM,GPR55 activation,GPR55 LPI antagonism,NOD1 NF-kB reporter,KOR beta-arrestin-1,KOR beta-arrestin-2
CCOc1ccccc1N(CC(=O)Nc1ccccc1)S(=O)(=O)c1ccccc1,i,0.5,i,66,-4%,1.9,59,-0.4%,-13%,-6%,2.4%,-41%[20 µM]
O=C(N/N=C\c1ccncc1)c1ccc(Br)s1,i,0.5,i,59,-6%,0.6,69,-0.1%,-6%,-26%,-1.1%,11%
Cc1ccccc1-c1nc2sc(C)c(C)c2c(=O)o1,i,0.1,i,58,-5%,3.0,38,0.5%,15%,-17%,-6.4%,15%[20 µM]
COc1ccc(Br)cc1CNC(=O)CCC(=O)N1CCSc2ccccc21,i,3.4,i,45,8%,0.1,95,0.6%,11%,-11%,3.4%,-18%[20 µM]
Cc1nc(NCCc2cnc[nH]2)c2oc3ccccc3c2n1,i,8.2,i,21,4%,1.5,58,0.0%,-10%,-13%,3.0%,3%
CN(CCNC(=O)c1ccc(/C=N/O)nc1)Cc1ccccc1,i,0.4,i,46,-7%,-0.8,31,-0.5%,-4%,-38%,4.6%,26%
OCc1cc(C(O)CNCCCCCCOCCCCc2ccccc2)ccc1O (stereo unspecified),i,6.7,i,15&25,-16%,6.7&15,45&54,-0.1%,-18%,-12%,14%,-39%
CC(=O)Nc1ccc(S(=O)(=O)Nc2cccc3[nH]ncc23)cc1,i,0.0,i,52,-9%,2.6,57,-0.1%,9%,-36%,2.2%,-40%
COc1cc(OC)cc(C(=O)NCCCn2ccnc2)c1,i,0.7,i,16,5%,1.6,66,-0.1%,-15%,-25%,6.3%,-21%
Cc1nn(CCc2n[nH]c(=S)n2-c2ccc(F)cc2)c(C)c1[N+](=O)[O-],i,5.0,i,14,-7%,0.5,88,-0.1%,10%,-19%,3.6%,-32%
COCCNC(=O)c1n[nH]c2ccccc12,i,0.4,i,49,-5%,-2.2,57,0.4%,1%,-35%,-0.9%,-11%
CCOC(=O)Cc1nnc(NC(=O)CC)s1,i,0.4,i,43,-2%,0.4,53,-0.1%,-12%,-16%,-4.3%,-8%
CCOC(CCNC(=O)CCC(=O)Nc1ccc2nc(N3CCN(C)CC3)cc(C)c2c1)OCC,i,0.3,i,25,8%,-0.7,76,0.2%,10%,2%,-3.0%,-10%
CCCNC(=O)Cn1cnc([N+](=O)[O-])n1,i,0.1,i,46,17%,1.3,39,0.2%,11%,-8%,-3.7%,23%
COc1ccc(CCN(CC(=O)NC2CCCC2)C(=O)Cn2nnc(-c3ccc(C)o3)n2)cc1OC,i,0.6,i,41,8%,-0.6,97,0.3%,10%,-29%,.,-36%[20 µM]
O=C(CCCCCCN1C(=O)c2ccccc2C1=O)N1CCC(c2ccccc2)C1 (stereo unspecified),i,0.5,i,41,-1%,-0.9,69,-0.2%,9%,-10%,-2.3%,-25%
CCOC(=O)CNC(=O)CSc1nc(-c2ccc(OC)cc2)ns1,i,1.0,i,34,-10%,0.8,48,-0.2%,-4%,-34%,-0.3%,-13%
CC(C)C(=O)NC(NCC1CCCO1)C(Cl)(Cl)Cl (stereo unspecified),i,0.9,i,18,6%,-0.6,50,-0.1%,1%,2%,1.4%,4%
O=C(Nc1ccccc1)c1c(F)cccc1F,i,6.8,i,17,-8%,0.5,30,0.0%,-5%,-2%,4.2%,-70%
CC(C)C(=O)Nc1nnc(-c2ccco2)s1,i,0.4,i,31,-31%,-0.8,62,-0.3%,-2%,-5%,-0.5%,-28%

# Look-ups from the results shown.
# Reading of CC(C)C(=O)Nc1nnc(-c2ccco2)s1 in T cell HTS vesicle-bound %: 31
# Reading of Cc1nn(CCc2n[nH]c(=S)n2-c2ccc(F)cc2)c(C)c1[N+](=O)[O-] in NTR1 agonist cell count 20 µM: 88
# Reading of CC(=O)Nc1ccc(S(=O)(=O)Nc2cccc3[nH]ncc23)cc1 in T cell HTS vesicle-bound %: 52
# Reading of COc1ccc(CCN(CC(=O)NC2CCCC2)C(=O)Cn2nnc(-c3ccc(C)o3)n2)cc1OC in NTR1 agonist: -0.6
# Reading of OCc1cc(C(O)CNCCCCCCOCCCCc2ccccc2)ccc1O (stereo unspecified) in GPR55 activation: -0.1%

# Other structures follow:
SMILES,Myeloid diff 2,Myeloid diff 2 GFP+ MAC1+ %,T cell HTS,T cell HTS vesicle-bound %,NOD2 inhibition,NTR1 agonist,NTR1 agonist cell count 20 µM,GPR55 activation,GPR55 LPI antagonism,NOD1 NF-kB reporter,KOR beta-arrestin-1,KOR beta-arrestin-2
CC1(C)CC(NC(=O)c2cccc(Cl)c2)CC(C)(C)N1,i,0.2,i,44,-6%,-0.3,57,-0.1%,-2%,-7%,-3.5%,27%
O=C(Nc1cnc2sccn2c1=O)c1ccc(Cl)cc1Cl,i,7.7,i,53,-52%,5.3,50,-0.2%,2%,-20%,0.9%,4%
Cc1cc(NC(=O)Nc2cccc(Cl)c2)n(-c2ccccc2)n1,i,1.2,i,24,-1%,0.8,53,0.4%,10%,-6%,4.8%,5%
COCC(=O)N(C)C1(c2nnnn2CCOC(=O)Nc2cccc3ccccc23)CCCC1,i,0.8,i,16,11%,-0.5,50,-0.1%,1%,-32%,-3.8%,-3%
CCOC(=O)c1sc(NC(NC(=O)c2ccco2)(C(=O)OC)C(F)(F)F)nc1C (stereo unspecified),i,0.8,i,42,-4%,0.3,48,-0.1%,3%,-17%,1.3%,-20%
COc1cc(NC(=O)CSc2ccc(-c3ccco3)nn2)cc(OC)c1,i,1.9,i,11,12%,0.6,64,-0.1%,16%,-15%,1.9%,-21%
O=C(COc1ccccc1)Nc1nc2cc3c(cc2s1)OCO3,i,1.0,i,37,-40%,-0.8,55,-0.1%,5%,-60%,12%,-15%
COc1ccc(CCN2CC(C(=O)NCCc3ccc(C)cc3)CC2=O)cc1OC (stereo unspecified),i,0.3,i,37,8%,-1.8,57,0.1%,26%,-11%,1.8%,-10%
Cc1ccc2[nH]c(=O)c(CN(Cc3ccco3)C(=O)N3CCOCC3)cc2c1,i,1.0,i,41,0%,1.1,56,0.2%,6%,-9%,2.4%,-12%
CCCCN(Cc1cc2cc(OC)ccc2[nH]c1=O)C(=O)c1ccco1,i,0.9,i,23,14%,-0.1,74,-0.2%,-7%,-6%,5.8%,-14%
CCCc1nnc(NC(=O)c2cccnc2)s1,i,0.4,i,33,8%,-1.3,52,-0.3%,6%,-7%,-1.0%,-4%
O=C(NCc1ccco1)/C(=C\c1cccc([N+](=O)[O-])c1)NC(=O)c1ccco1,i,2.2,i,12,11%,0.9,49,-0.2%,-1%,-16%,-8.1%,-1%
CC(=O)c1ccc(O)c(CSc2nncn2C)c1,i,1.8,i,39,25%,1.4,74,-0.5%,-6%,-12%,-3.9%,-23%
Cc1noc(C)c1N=Nc1ccc(Br)cc1C(=O)O,i,0.5,i,38,12%,0.8,41,-0.1%,6%,-23%,3.8%,12%
O=C(NCCNS(=O)(=O)c1ccc(Cl)cc1)c1cc(OCC(F)(F)F)ccc1OCC(F)(F)F,i,0.2,i,35,11%,2.9,67,0.2%,10%,.,3.8%,-28%
O=C(NC1CCCCC1)C1Cc2ccccc2CN1S(=O)(=O)c1ccc(F)cc1 (stereo unspecified),i,5.7,i,5,-13%,-0.6,45,0.1%,9%,-11%,-1.8%,4%
CC(C)CS(=O)(=O)C1=NSC2=NC(=O)/C(=C\c3ccc(OC(=O)c4ccco4)cc3)C(=N)N21,i,1.4,i,56,11%,0.2,50,-0.1%,-3%,-22%,4.5%,-5%
O=C(N/C(=C\c1ccc(Cl)cc1)C(=O)N1CCCCC1)c1ccco1,i,0.6,i,45,8%,1.2,45,0.3%,-10%,-21%,-4.2%,6%
FC(F)(F)c1nnc2c(Sc3ccccc3)nc3ccccc3n12,i,2.1,i,31,-26%,2.3,85,-0.3%,6%,-25%,9.4%,-65%
O=C(NCCc1cccc(Cl)c1)C1CCC(=O)N(Cc2ccc(Cl)cc2)C1 (stereo unspecified),i,0.8,i,24,11%,0.2,62,0.3%,2%,6%,-0.7%,4%
COc1ccc(CN2CC(C(=O)NCCc3ccccc3)CC2=O)cc1 (stereo unspecified),i,1.0,i,37,9%,0.0,53,-0.2%,4%,-14%,2.2%,-14%
CCc1ccccc1NC(=O)Nc1ccc2c(c1)OCO2,i,0.2,i,34,-25%,0.1,86,-0.1%,21%,-15%,-6.5%,-15%[20 µM]
Cc1ccc(C(=O)N/N=C/c2ccc(-c3ccc(Br)cc3[N+](=O)[O-])o2)o1,i,0.9,i,22,20%,2.6,67,-0.1%,-13%,-6%,3.0%,-32%

# Of the compounds above, these have bromine:
SMILES,Myeloid diff 2,Myeloid diff 2 GFP+ MAC1+ %,T cell HTS,T cell HTS vesicle-bound %,NOD2 inhibition,NTR1 agonist,NTR1 agonist cell count 20 µM,GPR55 activation,GPR55 LPI antagonism,NOD1 NF-kB reporter,KOR beta-arrestin-1,KOR beta-arrestin-2
O=C(N/N=C\c1ccncc1)c1ccc(Br)s1,i,0.5,i,59,-6%,0.6,69,-0.1%,-6%,-26%,-1.1%,11%
COc1ccc(Br)cc1CNC(=O)CCC(=O)N1CCSc2ccccc21,i,3.4,i,45,8%,0.1,95,0.6%,11%,-11%,3.4%,-18%[20 µM]
Cc1noc(C)c1N=Nc1ccc(Br)cc1C(=O)O,i,0.5,i,38,12%,0.8,41,-0.1%,6%,-23%,3.8%,12%
Cc1ccc(C(=O)N/N=C/c2ccc(-c3ccc(Br)cc3[N+](=O)[O-])o2)o1,i,0.9,i,22,20%,2.6,67,-0.1%,-13%,-6%,3.0%,-32%
